POLK inh – DNA polymerase kappa (human) inhibition; purified Pol kappa, fluorescent DNA synthesis assay, 10 min; Potency, µM (titrated, usually from 107 µM), for the others: at the top dose activity, negative = inhibition, hits mostly inhibitors; 400,000 tested, 0.53% active; AID 588579; also: potency is read from the fitted curve at half-maximal effect; % is scaled to controls: 0 for no effect and ±100 for the full control effect
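10 nM Pol kappa was preincubated with compounds for 15 min at room temperature. Reaction started with 50 nM (final) substrate. Fluorescence read kinetically at 0 and 10 min.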
ERG-DNA inh – blocks human ERG Ets domain binding to DNA; P11308; fluorescence polarization, His-ERG Ets domain / labelled DNA; Potency, µM (top dose mostly 76.9 µM), for the others: at the highest dose FP activity, negative = inhibition, usual class: inhibitors; 370,000 tested, 0.028% active; active = well fitted inhibition curve with a large enough effect in the polarisation, with a control signal flat; inconclusive = small, poorly fitted or top-dose-only effect, or effect the other way, or a change in a side signal; inactive = no such curve, though single readings can be large or run the other way; the % refers to the polarisation;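 also: polarization taken with two DNA probes labelled with fluorescein and Texas red; potency is read from the fitted curve at half-maximal effect; % of control where 0% means no effect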
Target sequence (P11308 whole entry, looked up, the tested form may be a part): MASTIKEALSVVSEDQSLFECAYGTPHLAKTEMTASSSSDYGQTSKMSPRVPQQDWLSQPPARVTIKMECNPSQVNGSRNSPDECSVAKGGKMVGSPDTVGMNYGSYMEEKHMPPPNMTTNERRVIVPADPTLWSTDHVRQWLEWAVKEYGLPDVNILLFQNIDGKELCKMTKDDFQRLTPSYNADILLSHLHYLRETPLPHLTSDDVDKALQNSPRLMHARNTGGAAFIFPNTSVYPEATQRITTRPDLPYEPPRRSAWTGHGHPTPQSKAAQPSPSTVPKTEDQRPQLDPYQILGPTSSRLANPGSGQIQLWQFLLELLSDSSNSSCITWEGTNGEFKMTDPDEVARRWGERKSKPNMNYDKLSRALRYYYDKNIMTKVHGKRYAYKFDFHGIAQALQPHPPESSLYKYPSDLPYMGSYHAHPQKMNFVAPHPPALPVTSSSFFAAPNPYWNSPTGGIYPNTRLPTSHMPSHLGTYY
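His-tagged ERG Ets domain (1 uM in the protein solution; 300mM KCl, 50mM Tris-HCl, 1mM EDTA, 1mM DTT, pH 7.5) received compound, then a probe mix of 5 nM fluorescein-DNA and 100nM Texas-615-DNA. Fluorescence polarization was read for both dyes.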
Pol beta inh – DNA polymerase beta (human) inhibition; P06746; Potency, µM (series often up to 114 µM), without a hit: top-dose activity change, negative = inhibition, hits mostly inhibitors; Pol beta primer extension/strand displacement, fluorescence kinetic; 340,000 tested, 1.3% active; also: potency is read from the fitted curve at half-maximal effect; % is scaled to controls: 0 for no effect and ±100 for the full control effect
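Kinetic readout of DNA synthesis with strand displacement by Pol beta. Compound and 10 nM enzyme sit 15 min at room temperature; 50 nM substrate starts the reaction, read immediately and at 10 min.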
Anesthetic bind – candidate novel general anesthetic via apoferritin binding; Potency, µM (titrated, usually from 77.5 µM), for inactives: top-dose activity change, negative = displacement, usual class: inhibitors; apoferritin/1-aminoanthracene competitive binding, fluorescence; P02791; 350,000 tested, 0.074% active; also: potency is read from the fitted curve at half-maximal effect; % is scaled to controls: 0 for no effect and ±100 for the full control effect; nearly all actives have a fitted effect of over 20% in size
Target sequence (P02791 2-175 limits assumed): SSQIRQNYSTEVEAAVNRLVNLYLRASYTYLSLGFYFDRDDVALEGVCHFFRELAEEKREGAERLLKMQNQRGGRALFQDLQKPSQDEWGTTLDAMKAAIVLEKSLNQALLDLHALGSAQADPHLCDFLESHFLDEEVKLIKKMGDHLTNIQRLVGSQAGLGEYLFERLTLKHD
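Steps: apoferritin (10 uM) was premixed with half-saturated 1-AMA in PBS, compounds were pin-transferred, plates stood 10 min at room temperature, fluorescence was read at 380/535 nm, and curves were fitted with a Hill equation.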
APE1 inh – inhibitors of human APE1 endonuclease. P27695. recombinant APE1, TAMRA/BHQ-2 abasic DNA cleavage fluorescence. Potency, µM (doses to about 65.8 µM), for inactives: at the top dose activity change, negative = inhibition, most hits filed as inhibitors. 350,000 tested, 0.35% active;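 also: potency is read from the fitted curve at half-maximal effect; plate controls were vehicle for no effect and reference inhibitor for full effect; nearly all actives have a fitted effect of over 55% in size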
Target sequence (P27695 whole entry, looked up): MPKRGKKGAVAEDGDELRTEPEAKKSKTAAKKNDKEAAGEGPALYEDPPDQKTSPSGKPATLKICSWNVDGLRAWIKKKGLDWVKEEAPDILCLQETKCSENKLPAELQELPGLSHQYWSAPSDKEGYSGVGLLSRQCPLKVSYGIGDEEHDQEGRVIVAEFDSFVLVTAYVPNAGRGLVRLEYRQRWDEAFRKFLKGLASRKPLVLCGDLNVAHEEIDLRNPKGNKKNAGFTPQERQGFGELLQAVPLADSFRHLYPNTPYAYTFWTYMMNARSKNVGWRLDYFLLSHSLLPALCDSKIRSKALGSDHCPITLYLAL
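Compound pre-exposure to 0.75 nM APE1, 15 min at ambient temperature. Reaction initiated with 50 nM TAMRA/BHQ-2 THF substrate, read immediately in kinetic mode, 525 nm excitation, 598 nm emission.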
ALOX12 inh – inhibitors of human 12S-lipoxygenase ALOX12; P18054; purified 12hLO, xylenol orange hydroperoxide absorbance; Potency, µM (titrated, usually from 108 µM), inactives show at the top dose activity change, negative = inhibition, most hits filed as inhibitors; 580,000 tested, 1.1% active; AID 1671190; also: potency is read from the fitted curve at half-maximal effect; % is scaled to controls: 0 for no effect and ±100 for the full control effect
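Hydroperoxide product was detected by ferrous iron/xylenol orange as the 573 to 405 nm absorbance ratio. Arachidonic acid at 40 uM (final) was turned over for 30 min at room temperature by 150 nM human 12hLO, pH 7.0 Hepes buffer, after 15 min compound preincubation.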
RGS4 inh – inhibitors of human regulator of G protein signaling 4. Transcreener GDP fluorescence polarization, RGS4-accelerated GTP hydrolysis. Potency, µM (highest dose often 114 µM), for the others: at the top dose activity change, negative = inhibition, hits mostly inhibitors. 390,000 tested, 0.039% active. AID 504845; also: potency is read from the fitted curve at half-maximal effect; % is scaled to controls: 0 for no effect and ±100 for the full control effect; nearly all actives have a fitted effect of over 75% in size; some results filed as inactive show a strong effect at the top dose
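MLSMR compounds (23 nl, pin-transferred) preincubated 10 min at room temperature with a 500nM (2x) first reagent, then RGS4 at 900nM (2x) plus Transcreener GDP mix added; fluorescence polarization (620/688 nm) read before and after 90 min at 30 °C.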
LDHA block – blocks human lactate dehydrogenase A; 480,000 tested, 0.15% active; purified LDHA, NADH/diaphorase-resazurin fluorescence; active compounds read low; AID 1347041; activity change, % (values are at about 110 or 230 µM); in the data active = activity change below about -30%; inconclusive = mostly about -25% to -30%;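 also: plate controls were DMSO wells for no effect and wells without enzyme for full effect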
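LDH5 2 nM; NADH 0.06 mM, pyruvate 0.2 mM; 200 mM Tris pH 7.4, EDTA, Tween-20; 5 min RT. Detection: diaphorase 0.133 mg/mL + resazurin 37 µM, fluorescence ex540/em590 at 0 and 20 min; normalized to enzyme-free and DMSO wells.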
POLH inh – inhibitors of human DNA polymerase eta; Q9Y253; recombinant Pol eta, fluorescent DNA replication assay; Potency, µM (titrated, usually from 114 µM), without a hit: top-dose activity change, negative = inhibition, actives largely listed as inhibitors; 390,000 tested, 1.2% active; AID 588591; also: potency is read from the fitted curve at half-maximal effect; % is scaled to controls: 0 for no effect and ±100 for the full control effect
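Fluorescent replication assay: 50 nM final substrate added after a 15 min room-temperature compound preincubation with 10 nM enzyme. Signal taken at 0 min and again at 10 min.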
The depositor's hits bear a star; ? = inconclusive; / = no result given; [ ] = remark or other dose. Unless noted, calls follow the shape of the dose curve; as a rule, active = well fitted curve in the direction sought with a large enough effect; inconclusive = small, poorly fitted or top-dose-only effect, or another doubt; inactive = no such curve, though single readings can be large; an effect the other way counts as inactive or inconclusive. An excerpt; the hit share may differ from the screen's.

Labels used below: A = POLK inh; B = ERG-DNA inh; C = Pol beta inh; D = Anesthetic bind; E = APE1 inh; F = ALOX12 inh; G = RGS4 inh; H = LDHA block; I = POLH inh
smiles: CC(C)CN(C(=O)C1CSC2(C)CCC(=O)N12)c1c(N)n(Cc2ccccc2)c(=O)[nH]c1=O (centres undefined)
  A: -0.3%; B: -3.0%; C: 25.3%; D: -1.6%; E: 19.9%; F: -14.3%; G: -12.8%; H: -0.7; I: -13.6%

smiles: COc1ccc(CN(C)C(=S)Nc2ccc(OC(F)F)cc2)cc1
  A: -7.9%; B: 10.7%; C: 3.6%; D: -11.8%; E: 15.9%; F: 1.7%; G: -27.4%; H: -2.6; I: -13.2%

smiles: Cc1ccc(-n2ncc(C(=O)NCCN3CCc4ccccc4C3)c2C2CCNCC2)cc1C
  A: -2.3%; B: -2.9%; C: 20.9%; D: -3.5%; E: /; F: -21.0%; G: 14.4%; H: 0.9; I: -9.5%

smiles: CCCS(=O)(=O)N1CCCC(C(=O)NC2CCCC(C)C2C)C1 (centres undefined)
  A: -0.2%; B: -6.8%; C: ?; D: -6.1%; E: -3.8%; F: -9.3%; G: 0.1%; H: -0.7; I: -12.0%

smiles: Cc1nnc(SCC(=O)Nc2sc3c(c2C(N)=O)CCC(C)C3)[nH]c1=O (centres undefined)
  A: -13.0%; B: 6.1%; C: /; D: /; E: 40.4%; F: 17.0%; G: -38.1%; H: -0.5; I: -14.2%

smiles: CCOc1ccc(NCc2cccn2-c2nnc(N3CCC(C(=O)NCc4ccccc4Cl)CC3)s2)cc1
  A: -3.3%; B: -5.8%; C: 15.4%; D: 4.7%; E: /; F: -5.2%; G: -5.1%; H: 12.9; I: /

smiles: CC1(C)CC(NC(=O)COc2ccc(Cl)cc2Cl)CC(C)(C)N1
  A: 2.9%; B: 1.2%; C: 93.9%; D: -5.4%; E: 30.1%; F: -2.5%; G: -17.3%; H: -3.2; I: -16.1%

smiles: CCOC(=O)c1cc2c(=O)n3ccccc3nc2n(CC2CCCO2)c1=NC(=O)c1ccc(C(C)(C)C)cc1 (centres undefined)
  A: 9.4%; B: -3.0%; C: 17.3%; D: -15.8%; E: /; F: -15.5%; G: 12.9%; H: 0.4; I: -19.2%

smiles: CC1(C)C2CCC1(CS(=O)(=O)Nc1ccc(S(=O)(=O)N3CCCCC3)cc1)C(=O)C2 (centres undefined)
  A: -2.1%; B: 5.9%; C: -1.1%; D: -16.4%; E: -3.3%; F: -7.0%; G: -33.8%; H: 2.8; I: -16.8%

smiles: CCOC(=O)CN1CC23C=CC(O2)C(C(=O)Nc2ccc(F)c(C)c2)C3C1=O (centres undefined)
  A: -9.8%; B: -3.7%; C: 14.7%; D: -3.3%; E: 0.0%; F: ?; G: 1.4%; H: -7.8; I: 2.7%

smiles: N#Cc1ccccc1COC(=O)c1ccc(Br)o1
  A: -3.3%; B: -8.1%; C: -0.2%; D: -2.0%; E: 40.4%; F: -7.5%; G: 18.5%; H: -0.4; I: -11.0%

smiles: Clc1cc(Cl)cc(CSc2nnc(-c3sccc3-n3cccc3)o2)c1
  A: -10.1%; B: -4.0%; C: 21.4%; D: -9.8%; E: 4.8%; F: 135.0%[activator]; G: 1.7%; H: -2.8; I: -11.3%

smiles: Brc1ccc(OCCCCN2CCCCC2)cc1
  A: -26.8%; B: -10.8%; C: 0.6%; D: -16.6%; E: 2.9%; F: 4.8%; G: 27.8%; H: -12.1; I: -15.0%

smiles: CCCCc1nc(NCCNC(=O)c2ccco2)c(C#N)c2c1CSC(C)(C)C2
  A: ?; B: -11.4%; C: 3.9%; D: -16.3%; E: 21.0%; F: -23.0%; G: -49.4%; H: 14.0; I: 89.1µM*

smiles: CCOC(=O)c1ccccc1NC(=O)CN(c1ccccc1)S(=O)(=O)c1ccc(OCC)cc1
  A: 1.9%; B: 7.0%; C: -9.1%; D: -3.7%; E: /; F: 0.0%; G: 13.8%; H: -1.9; I: -17.2%

Printed as active in POLH inh, of those listed so far:
Molecule | POLK inh | ERG-DNA inh | Pol beta inh | Anesthetic bind | APE1 inh | ALOX12 inh | RGS4 inh | POLH inh
CCCCc1nc(NCCNC(=O)c2ccco2)c(C#N)c2c1CSC(C)(C)C2 | ? | -11.4% | 3.9% | -16.3% | 21.0% | -23.0% | -49.4% | 89.1µM*

(next part)
Labels used below: A = POLK inh; B = ERG-DNA inh; C = Pol beta inh; D = Anesthetic bind; E = APE1 inh; F = ALOX12 inh; G = RGS4 inh; H = LDHA block; I = POLH inh
smiles: O=C(Cn1c(=O)n(Cc2ccc(C(=O)NCc3ccc4c(c3)OCO4)cc2)c(=O)c2ccccc21)Nc1ccc(F)cc1F
  A: -4.0%; B: -0.7%; C: 10µM*; D: -7.5%; E: /; F: 7.6%; G: ?; H: 2.2; I: 79.4µM*

smiles: CC/C(=C/c1sc2ccc(C)cc2[n+]1CCO)SC
  A: -7.0%; B: 9.0%; C: ?; D: -8.2%; E: 16.1%; F: ?; G: -46.2%; H: -4.2; I: 2.7%

smiles: c1ccc(-c2nc(NCCCn3ccnc3)c3oc4ccccc4c3n2)cc1
  A: -3.1%; B: 4.8%; C: 3.9%; D: -4.6%; E: -2.3%; F: -21.5%; G: -3.5%; H: -7.8; I: -5.3%

smiles: O=C(Cn1cccc1C(=O)c1ccccc1)NCCCc1ccccc1
  A: -8.9%; B: -0.7%; C: 23.8%; D: -13.9%; E: 20.0%; F: -6.2%; G: 19.6%[11.4 µM]; H: -5.2; I: -0.1%

smiles: Cc1ccc(NC(=O)c2cc(NC(=O)c3ccco3)ccc2N2CCCCC2)cc1
  A: 2.9%; B: -16.4%; C: 19.9%; D: -6.2%; E: -2.5%; F: 447.8%[activator]; G: -11.9%; H: -4.4; I: -16.5%

smiles: COc1ccccc1NC(=O)C12CCC(C)(C(=O)C1)C2(C)C (centres undefined)
  A: 8.6%; B: -12.1%; C: -9.9%; D: -18.5%; E: -0.4%; F: 1.0%; G: -5.4%[11.4 µM]; H: -1.9; I: -10.9%

smiles: NC(=O)c1ccc(NC(=O)CCNC(=O)c2ccco2)cc1
  A: -14.2%; B: 10.2%; C: -21.8%; D: -7.2%; E: -3.8%; F: -0.9%; G: 14.9%; H: 0.4; I: -1.2%

smiles: CCOC(=O)c1c(C)oc2ccc(OCC(=O)N(CC)CC)cc12
  A: 4.2%; B: 1.0%; C: ?; D: -3.0%; E: -3.9%; F: 0.0%; G: 19.5%; H: -2.6; I: -0.6%

smiles: Oc1ccc(/C=N/N=C/c2ccc(O)c(O)c2)cc1O
  A: 0.891µM*; B: 5.4%; C: 0.447µM*; D: -17.5%; E: ?; F: 1.12µM*; G: -8.2%[56.9 µM]; H: 16.8; I: 0.708µM*

Entries of single compounds, quoted from the list. Order of values: POLK inh | ERG-DNA inh | Pol beta inh | Anesthetic bind | APE1 inh | ALOX12 inh | RGS4 inh | LDHA block | POLH inh
CCCS(=O)(=O)N1CCCC(C(=O)NC2CCCC(C)C2C)C1 (centres undefined) is entered as -0.2% | -6.8% | ? | -6.1% | -3.8% | -9.3% | 0.1% | -0.7 | -12.0%
CCCCc1nc(NCCNC(=O)c2ccco2)c(C#N)c2c1CSC(C)(C)C2 is entered as ? | -11.4% | 3.9% | -16.3% | 21.0% | -23.0% | -49.4% | 14.0 | 89.1µM*
Cc1nnc(SCC(=O)Nc2sc3c(c2C(N)=O)CCC(C)C3)[nH]c1=O (centres undefined) is entered as -13.0% | 6.1% | / | / | 40.4% | 17.0% | -38.1% | -0.5 | -14.2%
CCOC(=O)CN1CC23C=CC(O2)C(C(=O)Nc2ccc(F)c(C)c2)C3C1=O (centres undefined) is entered as -9.8% | -3.7% | 14.7% | -3.3% | 0.0% | ? | 1.4% | -7.8 | 2.7%
